Source: PubChem BioAssay (National Center for Advancing Translational Sciences (NCATS))
p53 reactivation: qHTS assay for re-activators of p53 using a Luc reporter; H1299 p53-A138V BP100-luciferase reporter, luminescence, 24 h; Potency, µM (doses to about 92.2 µM), for the others: at the highest dose activity change, positive = activation, most hits filed as activators; 320,000 compounds, 0.063% hits; further: % of control where 0% means no effect; nearly all actives have a fitted effect of over 45% in size
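H1299 (p53-null), stable ts p53-A138V + BP100-Luc; 1000 cells/well, Opti-MEM/10% FBS; cpd 4 pt, 1:5; 24 h, 37 deg C, 5% CO2; detection reagent 10 min RT; luminescence.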
ELG1 genotox: qHTS screen for small molecules that induce genotoxicity in human embryonic kidney (HEK293T) cells expressing luciferase-tagged ELG1. HEK293T ELG1-luciferase reporter, luminescence, 16 h. Potency, µM (highest dose often 46 µM), for inactives: at the top dose activity change, positive = activation, actives largely listed as activators. 330,000 compounds, 1.3% hits. AID 504466, 2011; further: % of control where 0% means no effect; nearly all actives have a fitted effect of over 60% in size
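Genotoxicity was scored as increased ELG1-luciferase reporter signal, measured by ONE-Glo luminescence (30 min, room temperature). Compound or vehicle exposure of the HEK293T reporter cells lasted 16 hr at 37°C.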
Gal4-VP16 FLuc: VP16 counterscreen qHTS for inhibitors of ROR gamma transcriptional activity; Drosophila S2 Gal4-VP16 UAS-luciferase, luminescence, 20 h; Potency, µM (series often up to 53.6 µM), without a hit: top-dose activity, negative = inhibition, hits mostly inhibitors; 310,000 compounds, 3.5% hits; AID 2546, 2010;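 further: Gal4-VP16 expression switched on by copper sulfate through the metallothionein promoter; on the % scale 0 is the no-effect control and ±100 the full control effect; nearly all actives have a fitted effect of over 50% in size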
NPC1 promoter act: qHTS Assay for NPC1 Promoter Activators | Huh7 NPC1 promoter luciferase reporter, 24 h | AID 485313, 2010 | 320,000 compounds, 2.4% hits | Potency, µM (titrated, usually from 9.22 µM), without a hit: at the highest dose activation, hits mostly activators;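 further: % of control where 0% means no effect; nearly all actives have a fitted effect of over 60% in size; reporter is driven by a mutant NPC1 promoter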
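Stably transfected Huh7 (NPC1 promoter→luciferase), 1500 cells/well in Opti-MEM + 10% FBS, 2 h settle, then compound 24 h at 37 °C. Luminescence after 10 min with Amplite reagent.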
FLuc modulator: qHTS profiling assay for firefly luciferase inhibitor/activator using purifed enzyme and Km concentrations of substrates (counterscreen for miR-21 project); Luciferin 4-monooxygenase (Photinus pyralis), P08659; purified FLuc, Km substrates, luminescence inhibition; Potency, µM (titrated, usually from 57.5 µM), for the others: top-dose activity change, negative = inhibition, actives largely listed as inhibitors; 360,000 compounds, 6.9% hits; AID 588342, 2011;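 further: plate controls were vehicle for no effect and reference inhibitor for full effect; nearly all actives have a fitted effect of over 55% in size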
Target sequence (P08659 whole entry, looked up): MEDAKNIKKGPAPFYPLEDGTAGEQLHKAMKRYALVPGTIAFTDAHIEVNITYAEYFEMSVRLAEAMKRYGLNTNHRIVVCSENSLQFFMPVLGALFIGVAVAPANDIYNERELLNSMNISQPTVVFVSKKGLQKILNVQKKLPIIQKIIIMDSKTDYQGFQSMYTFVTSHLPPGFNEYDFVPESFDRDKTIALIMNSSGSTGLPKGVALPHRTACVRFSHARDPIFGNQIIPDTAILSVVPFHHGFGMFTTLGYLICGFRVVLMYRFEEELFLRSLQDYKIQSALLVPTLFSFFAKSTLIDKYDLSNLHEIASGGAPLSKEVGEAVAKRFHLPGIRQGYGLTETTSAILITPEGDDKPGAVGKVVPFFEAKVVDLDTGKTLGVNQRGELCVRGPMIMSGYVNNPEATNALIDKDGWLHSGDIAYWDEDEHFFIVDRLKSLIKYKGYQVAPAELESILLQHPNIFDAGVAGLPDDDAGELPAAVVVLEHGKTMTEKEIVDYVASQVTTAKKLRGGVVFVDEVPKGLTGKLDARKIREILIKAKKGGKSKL
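Purified P. pyralis luciferase (10nM final) with 10uM D-luciferin and 10uM ATP (Km levels) in 50mM Tris acetate pH 7.5, 10mM Mg acetate, 0.01% Tween-20, 0.05% BSA; qHTS 6-point titration, ~60 µM downward; luminescence read.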
MBNL1 CUG block: qHTS Assay for Inhibitors of MBNL1-poly(CUG) RNA binding. Muscleblind-like protein 1 (Homo sapiens), Q9NR56. TR-FRET MBNL1-His/biotin-(CUG)12 binding, 665/545 ratio. Potency, µM (series often up to 57.5 µM), without a hit: top-dose activity change, negative = inhibition, most hits filed as inhibitors. 280,000 compounds, 0.036% hits. AID 2675, 2010; active means well fitted inhibition curve with a large enough effect in the signal ratio, with a control signal flat, not every such curve was filed as active; inconclusive means small, poorly fitted or top-dose-only effect, or effect the other way, or a change in a side signal; inactive means no such curve, though single readings can be large or run the other way; the % refers to the signal ratio; further: on the % scale 0 is the no-effect control and ±100 the full control effect
Target sequence (Q9NR56 whole entry, looked up): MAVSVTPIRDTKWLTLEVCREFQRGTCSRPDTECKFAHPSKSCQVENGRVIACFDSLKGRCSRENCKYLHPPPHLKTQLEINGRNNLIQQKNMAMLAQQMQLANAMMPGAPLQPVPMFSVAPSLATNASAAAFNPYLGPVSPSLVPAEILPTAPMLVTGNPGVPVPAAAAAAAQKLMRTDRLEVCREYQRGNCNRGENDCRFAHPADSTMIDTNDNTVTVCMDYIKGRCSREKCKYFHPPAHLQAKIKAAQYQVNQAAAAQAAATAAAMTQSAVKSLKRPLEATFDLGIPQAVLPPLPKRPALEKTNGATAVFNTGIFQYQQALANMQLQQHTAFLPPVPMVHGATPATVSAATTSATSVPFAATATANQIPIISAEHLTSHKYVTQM
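TR-FRET readout: Ex 340 nm, 665/545 nm emission ratio, normalized to buffer-only (basal) and MBNL1-(CUG)12 controls. Complex of MBNL1-His with Biotin-(CUG)12, compounds 92 nM–58 uM, incubated 60 min at room temperature.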
RORgamma inh: qHTS for inhibitors of ROR gamma transcriptional activity | Drosophila S2 Gal4-RORgamma UAS-luciferase reporter, 20 h | Potency, µM (doses to about 53.6 µM), for inactives: at the top dose activity change, negative = inhibition, actives largely listed as inhibitors | 310,000 compounds, 5.4% hits; further: on the % scale 0 is the no-effect control and ±100 the full control effect; nearly all actives have a fitted effect of over 60% in size
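Read-out: Photinus luciferase luminescence; inhibitors lower reporter signal. Insect Schneider cells with Gal4-ROR gamma fusion under metallothionein promoter, UAS reporter; 700 uM final copper sulfate induction, 20 hr, ambient temperature.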
uPA surface inh: qHTS for Inhibitors of Cell Surface uPA Generation; 330,000 compounds, 0.31% hits; AID 540303, 2011; Potency, µM (titrated, usually from 38.3 µM), without a hit: top-dose activity change, negative = inhibition, most hits filed as inhibitors; cell surface uPA generation assay, qHTS; active means well fitted inhibition curve with a large enough effect; inconclusive means small, poorly fitted or top-dose-only effect; inactive means no such curve, though single readings can be large or run the other way; tested in mouse RAW 264.7 cells; further: on the % scale 0 is the no-effect control and ±100 the full control effect; nearly all actives have a fitted effect of over 55% in size
Rab9 promoter act: qHTS Assay for Rab9 Promoter Activators. Huh7 Rab9 promoter-luciferase reporter, luminescence, 24 h. Potency, µM (titrated, usually from 9.22 µM), inactives show at the top dose activation, negative = inhibition, usual class: activators. 320,000 compounds, 2.8% hits. AID 485297, 2010; further: % of control where 0% means no effect; nearly all actives have a fitted effect of over 60% in size
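Promoter activation is measured as luciferase luminescence in Huh7 cells stably transfected with a Rab9 promoter–luciferase construct, following 24 h compound exposure at 37 °C and 10 min reagent incubation at ambient temperature.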
BRCA1 expr up: qHTS Assay to Identify Small Molecule Activators of BRCA1 Expression. MCF7-BRCA1-FFLuc reporter, luminescence, 48 h; response scale: scaled: vehicle 0%, 10 µM genistein 100%. Potency, µM (series often up to 46.1 µM), for inactives: at the top dose activation, usual class: activators. 380,000 compounds, 1.1% hits; further: nearly all actives have a fitted effect of over 80% in size; some results filed as inactive show a strong effect at the top dose
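Luminescence from a BRCA1-driven firefly luciferase in MCF7 cells was read after 48 h compound exposure at 37 C. Data normalized against DMSO and a 10microM genistein activation control, then curve-fitted across the titration.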
Active calls of the source: *; [ ] = another dose, or the depositor's remark. Unless noted, the call rests on the fitted dose curve; in most records, active means well fitted curve in the direction sought with a large enough effect; inconclusive means small, poorly fitted or top-dose-only effect, or another doubt; inactive means no such curve, though single readings can be large; an effect the other way counts as inactive or inconclusive. Potency means the concentration at half of the fitted maximal effect.

`COc1ccc(CNC(=O)C2CC(C)=C(C)CC2C(=O)O)cc1OC` (stereo unspecified) gave p53 reactivation 16%, ELG1 genotox 6%, Gal4-VP16 FLuc -13%, NPC1 promoter act -2%, FLuc modulator -1%, MBNL1 CUG block -7%, RORgamma inh -23%, uPA surface inh -1%, Rab9 promoter act -1% and BRCA1 expr up -39%.
For Cc1ccc(NC(=O)CSC(C)C(=O)OCC(=O)N2CCN(C(=O)c3ccco3)CC2)cc1 (stereo unspecified) the results were p53 reactivation 3%, ELG1 genotox 1%, NPC1 promoter act -2%, FLuc modulator inconclusive, uPA surface inh 17%, Rab9 promoter act 1% and BRCA1 expr up -15%.
For O=c1[nH]c(S)c(/C=C2\C=Nc3ccccc32)s1 the results were p53 reactivation 3%, ELG1 genotox 6%, Gal4-VP16 FLuc 1%, NPC1 promoter act 2%, FLuc modulator 15µM*, RORgamma inh -40%, uPA surface inh -4%, Rab9 promoter act -2% and BRCA1 expr up -15%.
O=C(CCNC(=O)c1ccco1)Nc1ccc(OC(F)F)c(Cl)c1 was read as p53 reactivation -4%, ELG1 genotox 4%, Gal4-VP16 FLuc -15%, NPC1 promoter act -4%, FLuc modulator -7%, MBNL1 CUG block -8%, RORgamma inh 11%, uPA surface inh 1%, Rab9 promoter act -4% and BRCA1 expr up -6%.
For CC(=O)Nc1ccc(C(O)(C(F)(F)F)C(F)(F)F)cc1 the results were p53 reactivation 6%, ELG1 genotox 0%, Gal4-VP16 FLuc 0%, NPC1 promoter act 0%, FLuc modulator 2%, MBNL1 CUG block -4%, RORgamma inh inconclusive, uPA surface inh 3%, Rab9 promoter act 0% and BRCA1 expr up 10%.
Screening COc1ccc(CCn2c(=N)c(C(=O)NCC3CCCO3)cc3c(=O)n4cccc(C)c4nc32)cc1 (stereo unspecified) returned p53 reactivation 0%, ELG1 genotox -3%, Gal4-VP16 FLuc -6%, NPC1 promoter act -6%, FLuc modulator 3%, MBNL1 CUG block inconclusive, RORgamma inh 0%, uPA surface inh -8%, Rab9 promoter act -2% and BRCA1 expr up -47%.
Screening O=C(c1ccc(OC2CCN(Cc3ccccc3O)CC2)cc1)N1CCCCC1 returned p53 reactivation 6%, ELG1 genotox -1%, Gal4-VP16 FLuc -5%, NPC1 promoter act -4%, FLuc modulator 0%, MBNL1 CUG block -5%, RORgamma inh 22%, uPA surface inh 9%, Rab9 promoter act -3% and BRCA1 expr up -12%.
`O=c1[nH]c(-c2ccc(O)cc2)nc2scc(-c3cccs3)c12` gave p53 reactivation 7%, ELG1 genotox inconclusive, Gal4-VP16 FLuc -12%, NPC1 promoter act 2.8µM*, FLuc modulator 11µM*, MBNL1 CUG block 85%[activator], RORgamma inh -19%, uPA surface inh -30%, Rab9 promoter act 2µM* and BRCA1 expr up 93%.
For Cc1ccc2c(cnn2C(=O)CCC(=O)NC2CCCCC2)c1 the results were p53 reactivation 8%, ELG1 genotox 3%, Gal4-VP16 FLuc -10%, NPC1 promoter act -6%, FLuc modulator 0%, MBNL1 CUG block 5%, RORgamma inh -28%, uPA surface inh 12%, Rab9 promoter act 4% and BRCA1 expr up 6%.
Cc1ccc(NC(=O)c2cc(S(=O)(=O)N3CCc4ccccc43)cn2C)cc1C was read as ELG1 genotox 0%, Gal4-VP16 FLuc -5%, NPC1 promoter act -10%, FLuc modulator 4%, MBNL1 CUG block 8%, RORgamma inh 25%, uPA surface inh -24%, Rab9 promoter act 2% and BRCA1 expr up -11%.
COCCCN(C(=O)C1CCC1)c1c(N)n(Cc2ccccc2)c(=O)[nH]c1=O was read as p53 reactivation 1%, ELG1 genotox 1%, NPC1 promoter act -3%, FLuc modulator -1%, uPA surface inh 4%, Rab9 promoter act 2% and BRCA1 expr up -10%.
`COC(=O)C1CCN(C(=O)c2ccc(NC(C)=O)cc2)CC1` gave p53 reactivation -7%, ELG1 genotox 0%, Gal4-VP16 FLuc -2%, NPC1 promoter act 0%, FLuc modulator 2%, MBNL1 CUG block -1%, RORgamma inh 23%, uPA surface inh 2%, Rab9 promoter act -13% and BRCA1 expr up 12%.
Screening COc1ccccc1C(=O)NCCC(=O)NCc1cccnc1 returned p53 reactivation 7%, ELG1 genotox 3%, NPC1 promoter act 0%, FLuc modulator -1%, uPA surface inh 2%, Rab9 promoter act -2% and BRCA1 expr up 0%.
Screening COc1ccc(C(=O)NCc2nnc(SCC(=O)N3CCOCC3)o2)cc1 returned p53 reactivation -1%, ELG1 genotox -2%, Gal4-VP16 FLuc inconclusive, NPC1 promoter act 1%, FLuc modulator -1%, MBNL1 CUG block -7%, RORgamma inh -12%, uPA surface inh 3%, Rab9 promoter act 11% and BRCA1 expr up -1%.
Screening CCOc1ccc(C(=O)Nc2cc3c(cc2N2CCCC2)n(CC)c(=O)n3CC)cc1OCC returned p53 reactivation -7%, ELG1 genotox -4%, Gal4-VP16 FLuc -4%, NPC1 promoter act -4%, FLuc modulator 4%, MBNL1 CUG block -3%, RORgamma inh -32%, uPA surface inh 11%, Rab9 promoter act -5% and BRCA1 expr up -13%.
For COCCCNC(=O)c1ccccc1NS(C)(=O)=O the results were p53 reactivation -1%, ELG1 genotox -2%, Gal4-VP16 FLuc 1%, NPC1 promoter act -1%, FLuc modulator -1%, MBNL1 CUG block -3%, RORgamma inh -2%, uPA surface inh -2%, Rab9 promoter act -7% and BRCA1 expr up 0%.
For NC(=O)c1ccccc1OCC(=O)NS(=O)(=O)c1ccc(Cl)cc1 the results were p53 reactivation -2%, ELG1 genotox 0%, Gal4-VP16 FLuc 10%, NPC1 promoter act -1%, FLuc modulator 1%, MBNL1 CUG block 2%, RORgamma inh -20%, Rab9 promoter act -2% and BRCA1 expr up -1%.
Cc1ccc(NC(=O)CCc2nnc3ccc(NCc4ccco4)nn23)cc1F was read as p53 reactivation -5%, ELG1 genotox 8%, Gal4-VP16 FLuc inconclusive, NPC1 promoter act -3%, FLuc modulator 0%, MBNL1 CUG block 14%, RORgamma inh 17%, uPA surface inh -7%, Rab9 promoter act 4% and BRCA1 expr up 7%.
For CCOC(=O)C1=CC[C@H]2c3c(c4ccccc4n3C)C(=O)C1N2Cc1ccccc1 the results were p53 reactivation -5%, ELG1 genotox 1%, uPA surface inh -4% and BRCA1 expr up -34%.
Screening CC(C)C[C@@H]1CN=C(N)N1C[C@@H]1CCCN1C[C@@H](C(C)C)N1C[C@@H](Cc2ccccc2)N(CCc2ccc(Cl)c(Cl)c2)C1=N returned p53 reactivation 3%, ELG1 genotox -1%, uPA surface inh 14% and BRCA1 expr up 16%.
Screening COc1ccccc1NC(=S)N(Cc1ccc(C)cc1)Cc1cccnc1 returned p53 reactivation 1%, ELG1 genotox -4%, Gal4-VP16 FLuc 4%[10 µM], NPC1 promoter act -8%, FLuc modulator -1%, MBNL1 CUG block 3%, RORgamma inh 7.9µM*, uPA surface inh 5%, Rab9 promoter act -2% and BRCA1 expr up -5%.
Screening Cc1ccc(NC(=O)CCn2c(=O)oc3ccccc32)cc1 returned p53 reactivation 3%, ELG1 genotox 2%, Gal4-VP16 FLuc -11%, NPC1 promoter act 8%, FLuc modulator inconclusive, MBNL1 CUG block -5%, RORgamma inh 34%, uPA surface inh -2%, Rab9 promoter act 1% and BRCA1 expr up 42%.
Screening O=C(Oc1ccc2ccc(=O)oc2c1)C1CCCCC1 returned p53 reactivation 18%, ELG1 genotox 0%, Gal4-VP16 FLuc 4%, NPC1 promoter act -1%, FLuc modulator inconclusive, RORgamma inh -7%, uPA surface inh 6%, Rab9 promoter act 7% and BRCA1 expr up 2%.
`CN[C@@H](C)C(=O)NC[C@H]1O[C@@H](n2cnc3c(N)ncnc32)[C@H](O)[C@@H]1O` gave p53 reactivation -4%, ELG1 genotox 5%, uPA surface inh 15% and BRCA1 expr up 8%.
For Fc1ccc(CNC(=S)Nc2ccc(OC(F)F)cc2)cc1 the results were p53 reactivation 14%, ELG1 genotox -1%, Gal4-VP16 FLuc inconclusive, NPC1 promoter act 1%, FLuc modulator 0%, RORgamma inh 11µM*, uPA surface inh -17%, Rab9 promoter act -4% and BRCA1 expr up 8%.
CCN(CCCNC(=O)C1CCN(S(=O)(=O)N2CCC3(CC2)OCCO3)CC1)c1ccccc1 was read as p53 reactivation -2%, ELG1 genotox -4%, Gal4-VP16 FLuc 1%, NPC1 promoter act -5%, FLuc modulator 4%, MBNL1 CUG block 10%, RORgamma inh 28%, uPA surface inh -1%, Rab9 promoter act 0% and BRCA1 expr up 2%.
`O=C(NN1C(=O)c2ccccc2NC1c1cccnc1)c1ccc([N+](=O)[O-])cc1` (stereo unspecified) gave p53 reactivation 0%, ELG1 genotox 2%, Gal4-VP16 FLuc 4%, NPC1 promoter act -5%, FLuc modulator -3%, MBNL1 CUG block inconclusive, RORgamma inh 25%, uPA surface inh -11%, Rab9 promoter act -1% and BRCA1 expr up -22%.
